EPAC1 antagonist: blocks human EPAC1 exchange factor; EPAC1 GEF assay, Rap1b-BODIPY-GDP exchange fluorescence; Potency, µM (highest dose often 115 µM), inactives show top-dose activity change, negative = inhibition, actives largely listed as inhibitors; actives 0.14% (n = 360,000); AID 720709;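 note: potency is the fitted concentration of half-maximal effect; plate controls were vehicle for no effect and positive control for full effect; nearly all actives have a fitted effect of over 50% in size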
PI5P4Ka inh: inhibitors of human PI5P4K alpha. P48426. PI5P4Kalpha enzyme, ADP-Glo luminescence, 60 min; stronger effect = lower value. max response, %. actives 1.2% (n = 330,000); active = max response of -50% or lower; inconclusive = between -30% and -50%; inactive = -30% or higher; note: value at the top dose of about 77 µM; % is set by controls: 0 for no effect and ±100 for the full control effect
Target sequence (P48426 whole entry, looked up): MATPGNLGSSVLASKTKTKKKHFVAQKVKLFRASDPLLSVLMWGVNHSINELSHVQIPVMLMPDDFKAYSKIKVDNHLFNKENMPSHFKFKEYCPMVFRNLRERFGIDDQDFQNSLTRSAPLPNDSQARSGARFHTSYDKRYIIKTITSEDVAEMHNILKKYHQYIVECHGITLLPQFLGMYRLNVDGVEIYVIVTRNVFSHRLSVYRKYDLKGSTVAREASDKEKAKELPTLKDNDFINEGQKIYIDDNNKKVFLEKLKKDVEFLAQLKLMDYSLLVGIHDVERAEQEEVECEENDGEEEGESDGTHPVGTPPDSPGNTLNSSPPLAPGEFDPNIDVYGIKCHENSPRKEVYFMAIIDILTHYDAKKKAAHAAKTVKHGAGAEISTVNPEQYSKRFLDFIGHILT
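Single end-point luminescence (ADP-Glo) quantified ADP from PI5P4Kalpha turnover; ATP 5 microM final, 1 h at RT, 0.1% CHAPS and 0.28 mM EGTA in HEPES pH 7.4.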
EPAC1 ag: EPAC1 (human) agonism. EPAC1 agonist qHTS, biochemical assay; response scale: 100% = response to 6.5 mM cAMP. Potency, µM (top dose mostly 154 µM), inactives show at the top dose activation, most hits filed as activators. actives 0.073% (n = 360,000). AID 720707; note: potency is the fitted concentration of half-maximal effect; nearly all actives have a fitted effect of over 60% in size
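Nucleotide exchange assay: 100 nM EPAC1 with 250 nM Rap1B loaded with BODIPY-GDP and 50 uM GDP, room temperature. Fluorescence (480/540 nm) read every 5 min for 30 min; signal change normalized to 6.5 mM cAMP as full agonist.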
PLK1 PBD inh: blocks phosphopeptide binding to human PLK1 polo-box domain | Plk1 PBD binding of FITC phosphopeptide, fluorescence polarization | Potency, µM, for the others: max response, negative = inhibition, hits mostly inhibitors | actives 2.8% (n = 360,000) | P53350; note: potency is the fitted concentration of half-maximal effect; series mostly up to about 57 µM; % is set by controls: 0 for no effect and ±100 for the full control effect; nearly all actives have a fitted effect of over 65% in size
Target sequence (P53350 whole entry, looked up, the tested form may be a part): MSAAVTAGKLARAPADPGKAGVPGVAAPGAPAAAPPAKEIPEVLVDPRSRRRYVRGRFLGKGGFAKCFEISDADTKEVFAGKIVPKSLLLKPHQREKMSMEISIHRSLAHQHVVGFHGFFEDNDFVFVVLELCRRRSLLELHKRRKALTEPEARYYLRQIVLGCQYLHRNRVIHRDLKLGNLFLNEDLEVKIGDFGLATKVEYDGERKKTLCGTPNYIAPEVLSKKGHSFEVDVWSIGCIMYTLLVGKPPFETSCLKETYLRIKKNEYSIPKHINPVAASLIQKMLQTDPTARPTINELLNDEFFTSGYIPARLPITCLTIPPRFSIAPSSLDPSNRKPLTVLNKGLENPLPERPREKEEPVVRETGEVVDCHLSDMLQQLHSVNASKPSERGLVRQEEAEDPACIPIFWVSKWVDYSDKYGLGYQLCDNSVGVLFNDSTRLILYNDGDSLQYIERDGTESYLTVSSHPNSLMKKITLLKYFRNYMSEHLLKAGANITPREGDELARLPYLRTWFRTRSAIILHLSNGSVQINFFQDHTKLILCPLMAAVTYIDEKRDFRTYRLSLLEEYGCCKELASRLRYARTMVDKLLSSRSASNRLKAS
IL-2 act: IL-2 activation; IL-2 activation reporter assay, cell-based qHTS; stimulated with anti-CD3/CD4/CD28 beads; in transgenic mouse T cells; actives 0.065% (n = 360,000); AID 652025; activation, % (series mostly up to about 46 µM); in the data active = activation above about 50%; inconclusive = mostly about 30% to 49%; note: 0% is about no effect
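Unstimulated transgenic mouse T cells; 60-min compound exposure; bead-based TCR/CD4/CD28 stimulation; 18 h culture, 37 degrees C; dual fluorescence (EGFP, DsRed) plate cytometry.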
WRN helicase inh: inhibitors of human WRN helicase; Q14191; WRN helicase unwinding, fluorescent forked duplex, kinetic; Potency, µM (titrated, usually from 114 µM), inactives show at the top dose activity change, negative = inhibition, hits mostly inhibitors; actives 0.46% (n = 360,000); AID 651768; note: potency is the fitted concentration of half-maximal effect; % is set by controls: 0 for no effect and ±100 for the full control effect; nearly all actives have a fitted effect of over 55% in size
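Kinetic red-fluorescence monitoring (525/598 nm) tracks WRN helicase activity after 100 nM fluorophore-quencher forked duplex and 2 mM ATP are added to 20 nM enzyme pretreated 15 min at room temperature with compound.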
FUS yeast rescue: suppressors of FUS proteinopathy in yeast; AID 1347120; actives 0.24% (n = 390,000); S. cerevisiae FUS-expressing, growth rescue, OD600, 24 h; Potency, µM (highest dose often 76.6 µM), inactives show at the highest dose growth rescue (activation), usual class: activators;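 note: potency is the fitted concentration of half-maximal effect; plate controls were DMSO vehicle for no effect and reference control for full effect; nearly all actives have a fitted effect of over 55% in size; some results filed as inactive show a strong effect at the top dose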
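Compound concentration series was pinned onto galactose-induced FUS-expressing yeast seeded at OD 0.005. Plates sat 24hr at 30C; absorbance at 600 nm gave growth. DMSO served as background control.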
Abeta yeast res: compounds reversing amyloid beta toxicity in yeast | actives 0.063% (n = 410,000) | yeast expressing A-beta42, growth rescue, OD600, 48 h; response scale: 0% DMSO, 100% iron-clioquinol control | Potency, µM (titrated, usually from 46.1 µM), for inactives: top-dose growth rescue, usual class: activators; note: potency is the fitted concentration of half-maximal effect; nearly all actives have a fitted effect of over 55% in size
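Yeast growth medium received pinned compounds, then yeast cells expressing toxic A-beta were added; plates incubated at 30 C for 48 hr. Growth read as absorbance at 600 nm, normalized to DMSO and equimolar FeCl3 plus clioquinol controls.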
* hit, by the source's call; ? = inconclusive; . = not tested or not shown; [ ] = remark or other dose. Unless noted, calls come from the whole dose curve; as a rule, active = well fitted curve in the direction sought with a large enough effect; inconclusive = small, poorly fitted or top-dose-only effect, or another doubt; inactive = no such curve, though single readings can be large; an effect the other way counts as inactive or inconclusive.

Letters – A = EPAC1 antagonist; B = PI5P4Ka inh; C = EPAC1 ag; D = PLK1 PBD inh; E = IL-2 act; F = WRN helicase inh; G = FUS yeast rescue; H = Abeta yeast res
CN=C(c1ccc([N+](=O)[O-])cc1)N1CCCCC1
  A: -3%; B: 8; C: 6%; D: -7%; E: 1.2; F: 0%; G: -36%; H: -1%

Cc1nn(C)c(C)c1S(=O)(=O)NCCc1ccc(Cl)cc1
  A: 6%; B: -4; C: 0%; D: -8%; E: 0.7; F: 1%; G: -21%; H: 2%

CCOc1ccc(CC(=O)Nc2nccs2)cc1OCC
  A: -7%; B: 4; C: -23%; D: -26%; E: 1.4; F: -11%; G: 27%; H: 5%

Cc1[nH]c2ccccc2c1Cc1nnc(SCC(=O)NCc2ccco2)o1
  A: -12%; B: 5; C: 4%; D: -7%; E: -0.1; F: 1%; G: -5%; H: 7%

CS(=O)(=O)N1Cc2ccccc2CC1C(=O)O (stereo unspecified)
  A: 11%; B: -9; C: 7%; D: -10%; E: -0.7; F: -11%[11.6 µM]; G: 15%; H: -2%

COc1ccc(C(=O)Nc2nncs2)cc1S(=O)(=O)N1CC(c2ccccc2)CC1=O (stereo unspecified)
  A: -3%; B: -12; C: 4%; D: -8%; E: 2.2; F: 1%; G: -7%; H: 20%

O=C(/C=C/c1ccccc1)N/C(=C\c1ccco1)C(=O)NCCO
  A: 2%; B: 10; C: 2%; D: -4%; E: -1.9; F: -1%; G: 8%; H: -2%

Cc1ccc(Cn2c(SCC(=O)Nc3cc(C)on3)nc3ccccc3c2=O)cc1
  A: -8%; B: 8; C: 4%; D: ?; E: 1.7; F: 7%; G: 12%; H: 16%

CC(/C=C1\SC(=S)N(CCC(=O)Nc2nc(C)cs2)C1=O)=C\c1ccccc1
  A: -5%; B: 0; C: 11%; D: 3%; E: -1.9; F: -8%; G: -31%; H: 0%

O=C(Cn1cncn1)NCc1cccc2ccccc12
  A: -14%; B: 0; C: 0%; D: -4%; E: -0.6; F: 2%; G: 25%; H: 20%

CC1(C)CC(=O)C2=C(C1)N(Cc1ccc(F)cc1)C(=O)C2(NC(=O)c1cccnc1)C(F)(F)F (stereo unspecified)
  A: 10%; B: -1; C: 5%; D: -8%; E: -0.3; F: 2%; G: 24%; H: 1%

Cc1cc(N(C)C)ccc1N=Nc1ccc2ncccc2c1
  A: ?; B: 13; C: 7%; D: ?; E: -1.7; F: -5%; G: 2%; H: -23%

Nc1c(Cl)cc(-c2csc(N3CCCC3c3nc4cc(Cl)c(Cl)cc4n3CCOCCO)n2)cc1Cl (stereo unspecified)
  A: -1%; B: -6; C: -16%; D: ?; E: 1.8; F: -4%; G: 25%; H: 10%

O=C(N/C(=C/c1ccc([N+](=O)[O-])cc1)C(=O)N1CCOCC1)c1ccco1
  A: 4%; B: 0; C: 8%; D: -1%; E: -0.1; F: 3%; G: 9%; H: -5%

CC(Oc1ccc(F)cc1Br)c1nc2ccccc2c(=O)[nH]1 (stereo unspecified)
  A: -2%; B: -2; C: 5%; D: 4%; E: -0.5; F: -4%; G: 5%; H: -7%

Cn1cc(/C=C2\SC(=O)N(c3ccc(O)cc3)C2=O)c2ccccc21
  A: -11%; B: -3; C: 15%; D: -15%; E: -0.7; F: 0%; G: 16%; H: 22%

CCCCNc1c(-c2cccc(-c3cc(C(C)=O)cs3)c2)nc2cc(C)ccn12
  A: -25%; B: -1; C: -7%; D: -21%; E: -3.0; F: -10%; G: ?; H: -39%

CC(C)CC(=O)Nc1cccc(-c2nc3ncccc3o2)c1
  A: -2%; B: -11; C: -6%; D: -4%; E: -0.1; F: -2%[57.1 µM]; G: 3%; H: -8%

CCCCCOc1ccc(C(=O)CCC(=O)Nc2ccc(NC(C)=O)cc2)cc1
  A: ?; B: -7; C: 0%; D: -13%; E: 1.0; F: -3%; G: -30%; H: 2%

CSc1ccccc1OCc1cc(C(=O)N(C)Cc2cc(C)[nH]n2)no1
  A: -1%; B: 7; C: -4%; D: -8%; E: -0.6; F: 0%; G: -2%; H: -1%

COc1ccc(N(C(=O)c2ccco2)C(C(=O)NC2CCCC2)c2ccco2)cc1OC (stereo unspecified)
  A: 16%; B: -1; C: -4%; D: -6%; E: 0.3; F: 9%; G: 10%; H: -6%

CCOc1ccc(C(=O)NCC(c2cccs2)N(C)C)cc1 (stereo unspecified)
  A: 5%; B: 0; C: -5%; D: 2%; E: -4.1; F: -1%; G: .; H: 6%

COc1ccc(OC(C)C(=O)NCc2cccnc2)cc1 (stereo unspecified)
  A: -12%; B: 0; C: 12%; D: -16%; E: -0.5; F: 3%; G: 20%; H: 12%

COC(=O)c1ccc(C(=O)OC)c(NC(=O)COC(=O)CCOc2ccc(C)cc2)c1
  A: -12%; B: 0; C: -50%[inhibitor]; D: -5%; E: 0.8; F: -19%; G: 3%; H: 26%

O=C1NC[C@H](Cc2ccccc2)N(CC2CCN(CCCCc3ccccc3)CC2)C1=O
  A: -1%; B: 2; C: -12%; D: -7%; E: -0.7; F: 4%; G: -8%; H: 1%

Reformatted in CSV form: entries from further up.
SMILES,EPAC1 antagonist,PI5P4Ka inh,EPAC1 ag,PLK1 PBD inh,IL-2 act,WRN helicase inh,FUS yeast rescue,Abeta yeast res
CC(Oc1ccc(F)cc1Br)c1nc2ccccc2c(=O)[nH]1 (stereo unspecified),-2%,-2,5%,4%,-0.5,-4%,5%,-7%
CCOc1ccc(CC(=O)Nc2nccs2)cc1OCC,-7%,4,-23%,-26%,1.4,-11%,27%,5%
COc1ccc(C(=O)Nc2nncs2)cc1S(=O)(=O)N1CC(c2ccccc2)CC1=O (stereo unspecified),-3%,-12,4%,-8%,2.2,1%,-7%,20%

Entries shown so far that contain an NH in an aromatic ring (3):
Letters – A = EPAC1 antagonist; B = PI5P4Ka inh; C = EPAC1 ag; D = PLK1 PBD inh; E = IL-2 act; F = WRN helicase inh; G = FUS yeast rescue; H = Abeta yeast res
Cc1[nH]c2ccccc2c1Cc1nnc(SCC(=O)NCc2ccco2)o1
  A: -12%; B: 5; C: 4%; D: -7%; E: -0.1; F: 1%; G: -5%; H: 7%

CC(Oc1ccc(F)cc1Br)c1nc2ccccc2c(=O)[nH]1 (stereo unspecified)
  A: -2%; B: -2; C: 5%; D: 4%; E: -0.5; F: -4%; G: 5%; H: -7%

CSc1ccccc1OCc1cc(C(=O)N(C)Cc2cc(C)[nH]n2)no1
  A: -1%; B: 7; C: -4%; D: -8%; E: -0.6; F: 0%; G: -2%; H: -1%

(further entries)
The line under a structure holds: EPAC1 antagonist, PI5P4Ka inh, EPAC1 ag, PLK1 PBD inh, IL-2 act, WRN helicase inh, FUS yeast rescue, Abeta yeast res
> Cc1cc(C(=O)COC(=O)c2ccc(N)c([N+](=O)[O-])c2)c(C)n1Cc1ccc2c(c1)OCO2
  -7%, 9, 17%, -27%, 15, 1%, -6%, -17%
> COCCNC(=O)CSc1nc(-c2ccccc2)cs1
  5%, ., 4%, -10%, 0.3, -4%, 20%, 14%
> CCOC(=O)c1cc(C)sc1/N=C/C1C(=O)CC(C)(C)CC1=O
  33%, 7, 0%, 1%, 3.8, -30%[57.1 µM], 15%, -4%
> COc1cccc(/C=C2\SC(=O)N(CC(=O)NCCCn3ccnc3)C2=O)c1
  -20%, -1, -6%, -14%, -1.8, 5%, 14%, 3%
> C[C@H](CO)N1C[C@H](C)[C@@H](CN(C)S(=O)(=O)c2cn(C)cn2)Oc2ccc(NC(=O)NC3CCCCC3)cc2C1=O
  -8%, -3, -8%, 0%, 0.7, -4%, 5%, -12%
> COC(=O)c1ccc2cn[nH]c2c1
  10%, 0, -6%, -8%, -1.1, 5%, -31%, -6%
> CCC(=O)N1CN(S(=O)(=O)c2ccc(C)cc2)CC1C (stereo unspecified)
  8%, ., 1%, 0%, -1.0, 3%, -5%, 11%
> Cc1cc(=O)[nH]c(SCC(=O)N2CCN(C(c3ccccc3)c3ccccc3)CC2)n1
  3%, 0, 3%, -11%, -0.4, -1%, 4%, -11%
> O=C(COC(=O)c1cc(Br)ccc1O)NNC(=O)c1ccc(Cl)cc1
  12%, 0, -4%, -2%, -0.3, -13%, -5%, 14%
> CC(C)CN(C(=O)C1CSC2(C)CCC(=O)N12)c1c(N)n(Cc2ccccc2)c(=O)[nH]c1=O (stereo unspecified)
  -5%, 1, -20%, 6%, -1.7, 10%, 6%, 7%
> O=C(Nc1ccc2nc3n(c(=O)c2c1)CCCCC3)c1cc([N+](=O)[O-])ccc1F
  -3%, 1, -5%, -3%, -3.5, 13%, 26%, -36%[inhibitor]
> Cc1nn(-c2cccc(C(F)(F)F)c2)c(Cl)c1/C=N/n1cnnc1
  -5%, 3, -12%, -3%, -0.2, 3%, 21%, -8%
> Cc1onc(-c2ccccc2Cl)c1C(=O)NCc1ccc(S(N)(=O)=O)cc1
  12%, -6, 2%, -3%, -1.8, 7%, 5%, 4%
> C[C@H](CO)N1C[C@H](C)[C@@H](CN(C)Cc2ccc(C(=O)O)cc2)Oc2c(NC(=O)Cc3ccccc3)cccc2C1=O
  1%, 0, 15%, 2%, 0.6, -4%, -12%, 2%
> C[C@H]1CN([C@@H](C)CO)C(=O)c2cccc(NC(=O)c3cnccn3)c2O[C@@H]1CN(C)S(=O)(=O)c1ccc(F)cc1
  -5%, -4, -7%, ?, 0.5, 3%, 12%, 7%
> COC(=O)CSc1nnc(CNc2ccc(OC)cc2)n1C
  -5%, -1, 1%, 1%, -1.7, 8%, -3%, 7%
> CCN=C1NN=C(c2c[nH]c3ccccc23)CS1
  -18%, -23, 5%, -11%, -0.2, 3%, 39%, 0%

Quoted from the listing.
PI5P4Ka inh result of C[C@H](CO)N1C[C@H](C)[C@@H](CN(C)Cc2ccc(C(=O)O)cc2)Oc2c(NC(=O)Cc3ccccc3)cccc2C1=O → 0
WRN helicase inh result of Cc1onc(-c2ccccc2Cl)c1C(=O)NCc1ccc(S(N)(=O)=O)cc1 → 7%
EPAC1 antagonist result of CCOc1ccc(C(=O)NCC(c2cccs2)N(C)C)cc1 (stereo unspecified) → 5%
Abeta yeast res result of COC(=O)CSc1nnc(CNc2ccc(OC)cc2)n1C → 7%
EPAC1 antagonist result of CCN=C1NN=C(c2c[nH]c3ccccc23)CS1 → -18%
